M5 antag: blocks acetylcholine activation of human M5 receptor | inhibition, % at 3 µM | P08912 | CHO-hM5 cells, Fluo-8 calcium fluorescence, ACh EC80 | hit rate 0.59% among 360,000;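 active = inhibition above a per-plate cutoff, the mean of that plate's test compounds plus 3 SD, cut at about 27% in these data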;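 also: 0% = acetylcholine EC80 with DMSO and 100% = DMSO without agonist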
CHRM5 agonist: agonists of human muscarinic M5 receptor (CHRM5); P08912; CHO-K1 hM5 cells, Fluo-8 calcium fluorescence; 0% DMSO wells, 100% maximal acetylcholine response; activation, % at 3 µM; hit rate 0.19% among 360,000; AID 624037;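 active = activation above the run's mean over test compounds plus 3 SD, cut at about 23% in these data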;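 also: signal is peak over basal fluorescence ratio across the kinetic read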
CHRM1 PAM: human CHRM1 positive allosteric modulation; activation, % at 3 µM; P11229; hit rate 0.088% among 360,000; CHO-K1 hM1, Fluo-8 calcium fluorescence, ACh EC20; 0% = ACh EC20, 100% = maximal ACh; in the data active = activation above about 19%, passing the limit was not always enough
Target sequence (P11229 whole entry, looked up): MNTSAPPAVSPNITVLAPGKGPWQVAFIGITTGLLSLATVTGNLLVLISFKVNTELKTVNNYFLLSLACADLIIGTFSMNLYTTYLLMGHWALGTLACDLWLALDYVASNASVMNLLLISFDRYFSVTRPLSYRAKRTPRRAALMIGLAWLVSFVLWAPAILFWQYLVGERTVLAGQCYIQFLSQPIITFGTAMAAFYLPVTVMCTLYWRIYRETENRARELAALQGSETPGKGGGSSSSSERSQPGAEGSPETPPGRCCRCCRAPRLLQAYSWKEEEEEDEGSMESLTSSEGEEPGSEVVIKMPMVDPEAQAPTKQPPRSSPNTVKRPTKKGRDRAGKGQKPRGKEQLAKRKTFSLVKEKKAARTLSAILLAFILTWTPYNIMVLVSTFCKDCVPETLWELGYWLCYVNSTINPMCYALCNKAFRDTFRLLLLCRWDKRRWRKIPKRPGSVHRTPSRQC
CHRM4 PAM: positive allosteric modulators of human muscarinic M4 receptor; hit rate 0.4% among 360,000; CHO-K1 hM4/Gqi5, Fluo-8 calcium fluorescence, ACh EC20; 0% = ACh EC20, 100% = maximal ACh; activation, % at 3 µM; AID 624126; P08173;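 active = activation above its plate's cutoff, the mean activation of sample wells plus 3 SD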; also: some results filed as inactive read as strong as hits
Target sequence (P08173 whole entry, looked up): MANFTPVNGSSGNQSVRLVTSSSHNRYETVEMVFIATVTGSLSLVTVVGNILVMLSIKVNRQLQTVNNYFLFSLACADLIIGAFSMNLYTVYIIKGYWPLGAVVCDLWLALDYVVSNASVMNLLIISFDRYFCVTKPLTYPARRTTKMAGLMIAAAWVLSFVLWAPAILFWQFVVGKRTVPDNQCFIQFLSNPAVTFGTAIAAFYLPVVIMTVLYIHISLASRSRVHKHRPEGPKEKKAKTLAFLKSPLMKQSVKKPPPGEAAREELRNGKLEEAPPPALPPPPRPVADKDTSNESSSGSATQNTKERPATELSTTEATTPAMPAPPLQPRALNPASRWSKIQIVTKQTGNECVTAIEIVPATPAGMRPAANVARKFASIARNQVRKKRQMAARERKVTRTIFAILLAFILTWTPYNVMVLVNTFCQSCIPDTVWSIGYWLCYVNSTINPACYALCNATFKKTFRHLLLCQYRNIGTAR
CHRM4 agonist: CHRM4 agonism in calcium assay | P08173 | CHO-K1 hM4/Gqi5, Fluo-8 calcium fluorescence; vehicle 0%, full acetylcholine response 100% | activation, % at 3 µM | hit rate 0.14% among 360,000;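 active = activation above the run mean over all test wells plus 3 SD, cut at about 32% in these data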;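 also: peak over basal fluorescence ratio per well then scaled between controls; 0% = DMSO wells and 100% = acetylcholine at EC100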
CHRM5 PAM: CHRM5 positive allosteric modulation. activation, % at 3 µM. AID 624038. CHO-K1 hM5, Fluo-8 calcium, ACh EC20 PAM; 0% = ACh EC20, 100% = ACh EC100. hit rate 0.3% among 360,000;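 active = activation above the run cutoff, the mean activation of all test compounds plus 3 SD, cut at about 18% in these data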
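Replicates: One well per compound, no replicates | System: Human M5 receptor in CHO-K1 cells | Benchmarks: Low control EC20 acetylcholine (0%), high control EC100 acetylcholine (100%) | Probe or stimulus: Acetylcholine, EC20 level | Times: Fluo-8 loading 80 min at 37 °C plus 30 min room temperature | Signal: Intracellular calcium via Fluo-8 fluorescence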
M1 antag: antagonists of human M1 muscarinic receptor | AID 588852 | inhibition, % at 3 µM | hit rate 1.3% among 360,000 | P11229 | CHO-K1 hM1, Fluo-8 calcium fluorescence, ACh EC80 antagonist;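 active = percent inhibition above its own plate's cutoff, namely the mean of that plate's compound wells plus 3 SD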;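 also: peak over basal fluorescence ratio during 140 s after agonist addition; 0% = ACh EC80 plus DMSO and 100% = DMSO alone without agonist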
CRFBP-R2 agonist: CRF-BP/CRF-R2 complex agonism; HEK293 CRF-R2/CRF-BP, calcium dye fluorescence (FLIPR); percent of saturating CRF peptide response; hit rate 0.46% among 350,000; activation, % at 13.2 µM;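 active = activation of at least 50%, plus an integration ratio under a set limit after plate pattern correction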;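 also: plate controls were neutral control wells without compound for no effect and CRF at EC100 for full effect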
CHRM4 antagonist: CHRM4 antagonism in calcium assay. CHO-hM4 cells, ACh EC80, Fluo-8 calcium fluorescence. inhibition, % at 3 µM. hit rate 0.73% among 360,000. AID 624125;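 active = inhibition above its plate's cutoff, the mean inhibition of sample wells plus 3 SD, cut at about 27% in these data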;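 also: 0% = acetylcholine EC80 with DMSO and 100% = DMSO without agonist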
An asterisk follows results filed as active; . = not tested or not shown.

SMILES | M5 antag | CHRM5 agonist | CHRM1 PAM | CHRM4 PAM | CHRM4 agonist | CHRM5 PAM | M1 antag | CRFBP-R2 agonist | CHRM4 antagonist
COc1ccc(/C=N/NC(=O)c2c(-c3ccccc3)noc2C)cc1[N+](=O)[O-] | 11 | -1 | 0 | 6 | 10 | -6 | 4 | -1.5 | 1
O=C(NCC(c1cccs1)N1CCOCC1)c1cn(-c2ccccc2)nc1-c1ccc(Cl)cc1 (centres undefined) | 7 | 3 | 4 | -5 | -1 | -2 | -4 | 1.6 | 5
CC(C)(C)c1cc(NC(=O)Nc2ccccc2)no1 | 15 | -1 | -14 | -11 | 10 | -16 | 22 | 9.4 | 2
C=CCn1c(=NC(=O)C2CC2)sc2cc(NC(C)=O)ccc21 | 4 | 2 | 6 | 2 | 0 | -2 | -14 | -1.3 | -10
NS(=O)(=O)c1ccc(NC(=O)COC(=O)Cc2c[nH]c3ccccc23)cc1 | 20 | 2 | -2 | -4 | 0 | -4 | 2 | -1.0 | 10
Cc1ccc(NC2CCCN(C(=O)CSc3ccccn3)C2)cc1C (centres undefined) | -1 | -2 | 8 | 0 | 2 | -2 | -8 | -1.4 | 2
O=C(N1CCOCC1)C12OC3CC(CC(C3)O1)O2 | -4 | 3 | 1 | 2 | 1 | -3 | 3 | . | -3
O=C(c1ccco1)N1CCN(C(=S)Nc2ccccc2Cl)CC1 | -6 | -3 | 5 | 13 | 1 | 0 | -6 | 0.4 | -2
Cn1cc(Br)c(C(=O)NNC(=O)c2ccc(Br)cc2)n1 | 9 | 0 | 6 | -5 | 1 | -6 | -2 | -0.6 | 2
O=C(Cc1cccc(NC(=O)C2CCN(C(=O)CCc3ccccc3)CC2)c1)Nc1cccc(C(=O)N2CCCC2)c1 | -1 | -1 | -5 | 7 | -1 | 5 | 16 | -0.1 | 4
O=C(CCn1c(=O)sc2ccccc21)NCc1ccccc1 | 9 | -1 | 15 | -2 | 2 | -4 | -3 | -0.5 | -4
CCC(=O)N(Cc1cccs1)C1CCOC(C)(C)C1 (centres undefined) | 5 | -4 | 4 | 6 | 0 | 4 | -2 | -1.8 | 10

Four entries out of the list, sorted by length of the SMILES, high to low:
SMILES | M5 antag | CHRM5 agonist | CHRM1 PAM | CHRM4 PAM | CHRM4 agonist | CHRM5 PAM | M1 antag | CRFBP-R2 agonist | CHRM4 antagonist
C=CCn1c(=NC(=O)C2CC2)sc2cc(NC(C)=O)ccc21 | 4 | 2 | 6 | 2 | 0 | -2 | -14 | -1.3 | -10
Cn1cc(Br)c(C(=O)NNC(=O)c2ccc(Br)cc2)n1 | 9 | 0 | 6 | -5 | 1 | -6 | -2 | -0.6 | 2
O=C(N1CCOCC1)C12OC3CC(CC(C3)O1)O2 | -4 | 3 | 1 | 2 | 1 | -3 | 3 | . | -3
CC(C)(C)c1cc(NC(=O)Nc2ccccc2)no1 | 15 | -1 | -14 | -11 | 10 | -16 | 22 | 9.4 | 2

Some of these compounds in order of the CHRM4 antagonist value, low to high.
SMILES | M5 antag | CHRM5 agonist | CHRM1 PAM | CHRM4 PAM | CHRM4 agonist | CHRM5 PAM | M1 antag | CRFBP-R2 agonist | CHRM4 antagonist
O=C(c1ccco1)N1CCN(C(=S)Nc2ccccc2Cl)CC1 | -6 | -3 | 5 | 13 | 1 | 0 | -6 | 0.4 | -2
Cn1cc(Br)c(C(=O)NNC(=O)c2ccc(Br)cc2)n1 | 9 | 0 | 6 | -5 | 1 | -6 | -2 | -0.6 | 2
CCC(=O)N(Cc1cccs1)C1CCOC(C)(C)C1 (centres undefined) | 5 | -4 | 4 | 6 | 0 | 4 | -2 | -1.8 | 10

The results go on:
SMILES | M5 antag | CHRM5 agonist | CHRM1 PAM | CHRM4 PAM | CHRM4 agonist | CHRM5 PAM | M1 antag | CRFBP-R2 agonist | CHRM4 antagonist
CC(=O)Nc1ccc(S(=O)(=O)NCCC(=O)NCCCc2ccccc2)cc1 | 2 | 4 | 7 | 4 | 1 | 2 | -2 | -0.8 | -2
COc1ccccc1C(=O)NNC(=O)C(=O)NC(C)C | -18 | -2 | 7 | 14 | 2 | 2 | 4 | 0.3 | -12
CCC(=O)NC(=S)Nc1ccc(S(=O)(=O)NC(C)=O)cc1 | 1 | -4 | -7 | -2 | 0 | 2 | 13 | 0.5 | 0
CCOc1ccccc1N=C1NC(=O)CS1 | 3 | 0 | -3 | -3 | 1 | -4 | 4 | -0.8 | 5
Cn1cnnc1SCc1ccc(-c2ccc(Br)cc2)o1 | 2 | 3 | 8 | 1 | 1 | -1 | -1 | 3.5 | 5
O=C(CN1CCN(c2ccccc2O)CC1)Nc1cccnc1Cl | 9 | -1 | 8 | -8 | 2 | 4 | -7 | 1.6 | 13
Clc1cccc(Nc2c3c(nc4ncnn24)CCC3)c1 | 4 | 4 | 9 | 6 | 2 | -5 | -5 | -1.7 | 0
COc1ccc(CNC(=O)[C@H](C)NC(=O)C2CCN(S(=O)(=O)c3ccccc3)CC2)cc1 | 8 | -3 | 4 | 1 | 1 | 2 | -6 | 6.8 | -5
Clc1ccc(OCCN2CCOCC2)cc1Cl | -7 | 0 | 1 | 8 | 3 | 7 | -20 | 0.5 | -14
Cc1cccc(OCc2nc(C#N)c(N3CC(C)CC(C)C3)o2)c1 (centres undefined) | 5 | -1 | -10 | -4 | -1 | -10 | -1 | -1.5 | -11
O=S(=O)(Cc1ccc(Cl)cc1)NCc1cccnc1 | 12 | -3 | 7 | 0 | 0 | -1 | -10 | -2.4 | 4
Cc1ccc(NC(=O)C2=CC=CN3CCS(=O)(=O)N=C23)cc1 | 7 | 1 | -1 | 8 | 0 | -7 | 6 | -0.6 | 4
O=C(O)CCC(=O)Nc1cccc(-c2nc3ccccc3o2)c1 | -11 | 10 | 2 | 4 | 1 | 0 | -10 | -0.8 | -12
O=C(CN(C(=O)c1ccccc1)N1C(=O)CCC1=O)c1cccs1 | 13 | -2 | 2 | -3 | 0 | -8 | 3 | 3.6 | 5
CN(C(=O)CSc1nnc(-c2cccnc2)o1)C1CCCCC1 | -2 | 1 | 9 | 4 | 2 | 12 | -12 | -0.7 | -9
Clc1ccc2nc3c4ccccc4cnn3c2c1 | 7 | -3 | 17 | 4 | 0 | -3 | -17 | -1.1 | 0
CCCCNC(=O)c1cn(CC)c2cc(N3CCN(C)CC3)c(F)cc2c1=O | 2 | -14 | 16 | 5 | 2 | 2 | -17 | -4.3 | -8
COc1cc(OC)cc(-c2oc(=O)c3cc(OC)c(OC)cc3c2C(F)(F)F)c1 | 0 | 3 | -2 | 5 | 1 | 9 | 6 | -0.2 | -4
COc1ccc(/C=C/C(=O)N(C)C2CCCCC2)cc1Br | 6 | -3 | 8 | 3 | 0 | -3 | -10 | -1.6 | 3
Cc1ccc2nc(NC(=O)CCCc3nc4ccccc4s3)sc2c1 | 0 | -2 | 2 | 1 | 1 | -1 | -3 | 8.6 | -7
OC(COc1ccc(OCC(O)CN2CCCCCC2)cc1)CN1CCCCCC1 (centres undefined) | 0 | -8 | 5 | -5 | 1 | -3 | -25 | -2.1 | -9
CCCCSc1nc(N)c(NC(=O)c2ccco2)c(=O)[nH]1 | 0 | 2 | 7 | 2 | 1 | 2 | -12 | -0.1 | 20
COc1ccc(Cc2nnc(NC(=O)C(C)C)s2)cc1 | 0 | 2 | 6 | 0 | 1 | 5 | -6 | -2.0 | -1
Cc1c(NC(=O)C(C)OC(=O)c2sc3ccccc3c2Cl)c(=O)n(-c2ccccc2)n1C (centres undefined) | -5 | 0 | 12 | 6 | 0 | 5 | -14 | 3.4 | 4
CSc1nc(C)c(Cl)c(C)c1C#N | -2 | -4 | 1 | 10 | 1 | -14 | 3 | -0.6 | -4
COc1cc2oc(-c3ccc(O)cc3)cc(=O)c2c(O)c1OC | 8 | -2 | -2 | 0 | 5 | -9 | -8 | -1.6 | -1
Cc1ccc(C)c(NS(=O)(=O)c2cc(C(=O)NCc3ccccn3)ccc2Cl)c1 | 2 | 2 | 10 | 8 | 0 | 0 | -2 | -2.5 | 2
CN1CCCN(S(=O)(=O)c2cccc(C#N)c2)CC1 | 4 | -1 | 2 | -1 | 1 | -1 | -9 | 0.3 | -5
CCN1CCN(c2nc3ccccc3nc2C(C#N)S(=O)(=O)c2ccc(C)c(C)c2)CC1 (centres undefined) | 6 | -2 | 8 | 6 | 0 | -2 | -4 | -0.4 | -2
Cc1ccccc1NC(=O)Cc1nc(COC(=O)c2cccc([N+](=O)[O-])c2)cs1 | 1 | -6 | -5 | 2 | 2 | -3 | 9 | -1.6 | -16
Cc1cccc(OCC(O)CN2CC3(C)CC2CC(C)(C)C3)c1 (centres undefined) | 0 | -7 | -2 | 2 | 2 | -1 | -9 | 0.2 | 16
CCOC(=O)C1CCCN(C(=O)c2ccc3[nH]c4c(c3c2)CC(C)CC4)C1 (centres undefined) | -5 | 5 | 4 | -3 | 3 | 3 | -7 | -0.5 | -1
O=C(Nc1cc(S(=O)(=O)N2CCOCC2)ccc1N1CCOCC1)c1cc2c(s1)CCC2 | -2 | 7 | 3 | -8 | 4 | -2 | -10 | -1.5 | -2
Cc1ccc(C(=O)N2CCN(c3ccc(NC(=O)c4ccc(Br)o4)cc3)CC2)cc1 | 13 | -7 | -11 | -3 | 9 | -27 | 13 | -1.5 | -1
COc1cc(NC(=O)Cn2cnc3c(OCc4ccccc4)ncnc32)cc(OC)c1OC | -1 | 2 | 8 | 1 | -2 | -2 | -7 | 0.8 | -6
O=C(NCC1OCCc2ccccc21)c1cc(COc2ccc(F)cc2Cl)on1 (centres undefined) | 11 | -1 | 7 | 3 | 1 | -5 | -4 | 0.5 | 1

A different layout for part of the listing above.
| compound | M5 antag | CHRM5 agonist | CHRM1 PAM | CHRM4 PAM | CHRM4 agonist | CHRM5 PAM | M1 antag | CRFBP-R2 agonist | CHRM4 antagonist |
| --- | --- | --- | --- | --- | --- | --- | --- | --- | --- |
| CCOC(=O)C1CCCN(C(=O)c2ccc3[nH]c4c(c3c2)CC(C)CC4)C1 (centres undefined) | -5 | 5 | 4 | -3 | 3 | 3 | -7 | -0.5 | -1 |
| O=C(Nc1cc(S(=O)(=O)N2CCOCC2)ccc1N1CCOCC1)c1cc2c(s1)CCC2 | -2 | 7 | 3 | -8 | 4 | -2 | -10 | -1.5 | -2 |

(more compounds)
SMILES | M5 antag | CHRM5 agonist | CHRM1 PAM | CHRM4 PAM | CHRM4 agonist | CHRM5 PAM | M1 antag | CRFBP-R2 agonist | CHRM4 antagonist
Clc1ccc(C=NNc2ccccn2)c(Cl)c1 | 12 | 2 | 7 | 6 | 1 | 1 | -10 | -0.6 | -14
COc1ccc(CC(=O)Nc2ccc(N3CCCC3)c(C)c2)cc1 | 5 | -5 | 7 | -6 | 1 | -1 | -11 | 0.5 | 10
Cc1cc(=O)oc2cc(OCC(=O)N3CCN(c4ccc(F)cc4)CC3)c(Cl)cc12 | -11 | -1 | 13 | 16 | 1 | 3 | -16 | 0.5 | -12
O=C(NCC(c1ccco1)N1CCCCC1)c1cc2c(s1)CCCC2 (centres undefined) | 8 | -9 | -10 | -7 | 0 | 1 | 7 | 0.1 | 1
COc1ccc(CN2C(=O)c3ccccc3C2=O)cc1C(=O)O | -1 | -3 | 9 | 10 | 1 | 4 | -19 | -0.1 | -10
